NPY-Y2 antag = antagonists of human neuropeptide Y receptor Y2. hit rate 0.99% among 140,000. inhibition, % at 2.7 µM. AID 793. P49146. NPY-Y2 expressing cells, antagonist mode; in the data active = inhibition above about 17%;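 note: 0% = vehicle with agonist challenge and 100% = reference antagonist with challenge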
Target sequence (P49146 whole entry, looked up): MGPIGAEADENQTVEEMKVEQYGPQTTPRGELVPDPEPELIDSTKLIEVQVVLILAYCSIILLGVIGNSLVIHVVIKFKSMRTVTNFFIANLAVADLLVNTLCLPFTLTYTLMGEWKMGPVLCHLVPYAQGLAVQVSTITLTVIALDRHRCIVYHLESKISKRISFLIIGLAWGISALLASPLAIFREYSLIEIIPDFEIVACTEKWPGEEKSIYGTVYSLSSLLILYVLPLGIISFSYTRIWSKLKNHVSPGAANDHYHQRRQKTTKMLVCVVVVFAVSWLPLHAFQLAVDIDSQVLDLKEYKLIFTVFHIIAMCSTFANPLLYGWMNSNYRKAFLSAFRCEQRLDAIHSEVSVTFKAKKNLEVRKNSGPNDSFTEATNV
Phagocyt inh = inhibitors of macrophage phagocytosis | J774A.1 macrophage IgG-bead phagocytosis, imaging | inhibition, % at 5 µM | hit rate 0.07% among 110,000;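 active = inhibition above the mean of the plate negative controls plus 5 SD, cut at about 13% in these data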;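 note: phagocytic index as fraction of beads internalized from green versus red external bead signal; plate controls were DMSO negative control for no effect and cytochalasin-D positive control for full effect; some results beyond the cut were filed as inactive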
E-sel TNF inh = blocks E-selectin expression induced by TNF alpha. HUVEC TNFa-induced E-selectin immunofluorescence, high content. hit rate 0.71% among 120,000. inhibition, % at 2 µM. AID 1246;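 active = inhibition above the batch mean plus 3 SD, and confirmed as a hit on visual image review, cut at about 43% in these data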;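 note: 0% = TNF-stimulated DMSO wells and 100% = unstimulated control wells; not every result past the cut was called active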
GALR2 blocker = blocks the human galanin receptor 2; inhibition, % at 4 µM; GALR2-expressing cells, antagonist mode; AID 828; O43603; hit rate 0.39% among 140,000; in the data active = inhibition above about 27%;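 note: cells stimulated with galanin 1-16 at roughly its EC80; 0% = agonist challenge control and 100% = basal control without agonist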
Target sequence (O43603 whole entry, looked up): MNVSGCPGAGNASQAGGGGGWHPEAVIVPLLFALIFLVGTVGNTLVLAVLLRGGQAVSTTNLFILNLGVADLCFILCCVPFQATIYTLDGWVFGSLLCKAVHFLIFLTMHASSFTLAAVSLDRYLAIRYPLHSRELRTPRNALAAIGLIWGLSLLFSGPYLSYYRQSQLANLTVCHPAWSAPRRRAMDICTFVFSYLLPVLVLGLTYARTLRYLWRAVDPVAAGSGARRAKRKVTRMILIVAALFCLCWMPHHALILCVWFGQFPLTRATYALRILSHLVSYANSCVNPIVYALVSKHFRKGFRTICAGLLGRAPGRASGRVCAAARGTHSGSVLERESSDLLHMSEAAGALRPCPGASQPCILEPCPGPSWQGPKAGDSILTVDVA
* = called active by the depositor; / = not tested or not shown.

Screens by letter – A = NPY-Y2 antag; B = Phagocyt inh; C = E-sel TNF inh; D = GALR2 blocker
CCC(=Nc1ccc2c(c1)CCC2)c1c(O)n(C)c(=O)n(C)c1=O
  A = /	B = -1	C = /	D = /
Cc1cc(OCC(=O)Nc2c(C)n(C)n(-c3ccccc3)c2=O)c2c3c(c(=O)oc2c1)CCC3
  A = /	B = -1	C = /	D = /
O=C1CC(c2cccnc2)=NN1c1ccccc1
  A = /	B = /	C = -10	D = /
CC(C)OC(=O)C1C2c3ccccc3C(c3ccccc32)C1C(=O)O (stereo not given)
  A = /	B = /	C = -18	D = /
C[n+]1c(-c2ccccc2)cc(-c2ccc(O)cc2)cc1-c1ccccc1
  A = /	B = /	C = -55	D = /
CCn1c(O)c(C=NCc2ccccc2)c(=O)[nH]c1=S
  A = /	B = /	C = 22	D = /
O=C(c1cccc(C(F)(F)F)c1)C1CCCN(Cc2ccccc2O)C1 (stereo not given)
  A = /	B = /	C = -24	D = /
CCOC(=O)CC(NC(=O)C(Cc1ccc(N(CCCl)CCCl)cc1)NC(C)=O)C(=O)OCC (stereo not given)
  A = /	B = /	C = 11	D = /
C=CCN1CC[C@]23c4c5ccc(O)c4O[C@H]2C(=O)CC[C@@]3(O)[C@H]1C5
  A = /	B = /	C = 31	D = /
CC(c1ccccc1)(c1ccccc1)c1ccncc1
  A = /	B = /	C = -12	D = /
O=c1[nH]c(=S)n(-c2ccccc2F)c(O)c1C=Nc1ccc(N2CCOCC2)cc1
  A = /	B = /	C = -20	D = /
N/C(=N\[N+](=O)[O-])N1CCN(C(=O)c2ccccc2)CC1
  A = /	B = /	C = -6	D = /
CCCCCCNc1nc(OC)nc(N2CC3CC(C2)c2cccc(=O)n2C3)n1 (stereo not given)
  A = /	B = /	C = -30	D = /
CC(=O)Nc1nc(CCl)cs1
  A = /	B = /	C = -18	D = /
COc1ccc(/C=N\N=C(N)N)cc1
  A = /	B = /	C = 14	D = /

Screens by letter – A = NPY-Y2 antag; B = Phagocyt inh; C = E-sel TNF inh; D = GALR2 blocker
CC(C)(C)NC(=O)NC(=O)CN1CC=C(c2ccccc2)CC1
  A = /	B = /	C = -28	D = /
CCOP(=O)(OCC)C(NC(=O)Cc1ccccc1)C(Cl)(Cl)Cl (stereo not given)
  A = /	B = /	C = 8	D = /
Cc1cccc(CN2CCCC(C(=O)c3cccc(OC(C)C)c3)C2)n1 (stereo not given)
  A = /	B = /	C = -15	D = /
COc1cccc(-n2c(=S)[nH]c3ccccc3c2=O)c1
  A = /	B = /	C = -54	D = /
CN1CCN(Cc2cn3cccnc3n2)CC1
  A = /	B = /	C = -59	D = /
COC(=O)c1c(C)[nH]c(C(=O)C(C)[N+]23CCN(CC2)CC3)c1C (stereo not given)
  A = /	B = /	C = -52	D = /
COC1CCCCC1NCCc1ccccc1 (stereo not given)
  A = /	B = /	C = -14	D = /
COc1cc(CC2(CCc3ccncc3)C(=O)N(C)C(=O)N(C)C2=O)cc(OC)c1OC
  A = /	B = /	C = -2	D = /
O=C(c1cc(F)ccc1F)C1CCCN(Cc2ccc3nonc3c2)C1 (stereo not given)
  A = /	B = /	C = -20	D = /
COc1ccc(NC(=O)c2cc([N+](=O)[O-])ccc2N2CCNCC2)cc1
  A = /	B = /	C = -24	D = /
COc1ccc(CC2(CCc3ccccn3)C(=O)NC(=O)N(c3ccccc3C)C2=O)cc1OC (stereo not given)
  A = /	B = /	C = -12	D = /
CCOC(=O)C1CCN(/C=C2\C(=O)NC(=S)N(CC)C2=O)CC1
  A = /	B = /	C = 13	D = /
CC(C)CN1CCN(Cc2c(F)cccc2Cl)CC1CCO (stereo not given)
  A = /	B = /	C = -2	D = /
O=c1c2cc(Br)ccc2[nH]c(=S)n1-c1ccccc1
  A = /	B = /	C = -11	D = /
c1ccc2c(CCNC3CCCCC3)c[nH]c2c1
  A = /	B = /	C = 39	D = /

Screens by letter – A = NPY-Y2 antag; B = Phagocyt inh; C = E-sel TNF inh; D = GALR2 blocker
CCCC/C(=N/O)c1c(C)[nH]c2ccccc12
  A = /	B = /	C = 4	D = /
CC(=O)N1CCC(N2CCCC(C(=O)c3cccc(Cl)c3)C2)CC1 (stereo not given)
  A = /	B = /	C = -10	D = /
Cc1c(C=O)c2ccccc2n1Cc1ccc(F)cc1
  A = /	B = /	C = 1	D = /
COc1cc(CN2CCCC(C(=O)c3sccc3C)C2)cc(OC)c1O (stereo not given)
  A = /	B = /	C = -11	D = /
O=[N+]([O-])[N-][n+]1cnn(Cc2ccc(Cl)cc2)c1
  A = /	B = /	C = -4	D = /
CCC12CN3CCN(CC(C3)/C1=N/NC(=O)c1ccncc1)C2
  A = /	B = /	C = -7	D = /
O=c1[nH]c2ccccc2c(=O)n1-c1ccc(Cl)cc1Cl
  A = /	B = /	C = -3	D = /
CN1CCN(c2ccc([N+](=O)[O-])cc2Cl)CC1
  A = /	B = /	C = 2	D = /
CC(C(O)c1ccccc1)N(C)CCn1cnc2c1c(=O)n(C)c(=O)n2C (stereo not given)
  A = /	B = /	C = -18	D = /
Cc1cccc(C)c1OC(=O)Cc1ccccc1
  A = /	B = /	C = 8	D = /
COc1ccc(C2CN(C)CC2C(=O)c2ccc(F)cc2)cc1Cl (stereo not given)
  A = /	B = /	C = 17	D = /
COc1cc(CC2(CCc3ccncc3)C(=O)NC(=O)NC2=O)cc(OC)c1OC
  A = /	B = /	C = -13	D = /
CCN(CC)S(=O)(=O)N1CCC(C(=O)N2CCC3(CC2)OCCO3)CC1
  A = /	B = /	C = 9	D = /
CC12CCC3C(CC=C4CC5(CCC43C)OCCO5)C1CCC2=O (stereo not given)
  A = /	B = /	C = -31	D = /
COc1cccc(C(=O)C2CCCN(Cc3cccc(C)n3)C2)c1 (stereo not given)
  A = /	B = /	C = -13	D = /

One compound at a time, from the list above:
Record of COC1CCCCC1NCCc1ccccc1 (stereo not given) : NPY-Y2 antag: /; Phagocyt inh: /; E-sel TNF inh: -14; GALR2 blocker: /
Record of CC(C)CN1CCN(Cc2c(F)cccc2Cl)CC1CCO (stereo not given) : NPY-Y2 antag: /; Phagocyt inh: /; E-sel TNF inh: -2; GALR2 blocker: /

Continuation:
Screens by letter – A = NPY-Y2 antag; B = Phagocyt inh; C = E-sel TNF inh; D = GALR2 blocker
O=C(c1ccc2c(c1)ncn2-c1ccc(F)cc1F)N1CCC2(CC1)OCCO2
  A = /	B = /	C = -2	D = /
CC1=CC(=C2C(=O)NC(=S)NC2=O)C=C(C(F)(F)F)N1CCc1ccccc1
  A = /	B = /	C = 10	D = /
COc1ccc(S(=O)(=O)N2CC3CC(C2)c2cccc(=O)n2C3)cc1 (stereo not given)
  A = /	B = /	C = 12	D = /
O=C(O)c1cn(Cc2ccccc2)nc1-c1ccccc1
  A = /	B = /	C = -19	D = /
O=c1c2ccccc2nc(/C=C/c2ccc(O)cc2)n1-c1cccc(O)c1
  A = /	B = /	C = 1	D = /
Nc1ccccc1C(=O)OCC(=O)c1ccc2c(c1)OCCO2
  A = /	B = /	C = -8	D = /
NCCNc1ccc([N+](=O)[O-])c2cccnc12
  A = /	B = /	C = -22	D = /
CC(C)N1CCN(Cc2cccc([N+](=O)[O-])c2)CC1
  A = /	B = /	C = 0	D = /
O=C(c1ccc(Cl)cc1)C1CCCN(Cc2ccc3ncccc3c2)C1 (stereo not given)
  A = /	B = /	C = 21	D = /
COC(=O)C(O)(c1ccc(N(C)C(=O)c2cccs2)cc1)C(F)(F)F (stereo not given)
  A = /	B = /	C = -6	D = /
O=C(Nc1cccc(OC(=O)N2CCCCC2)c1)N1CCOCC1
  A = /	B = /	C = -17	D = /
COCCN1C(=O)NC(=O)/C(=C\c2ccc(F)cc2)C1=O
  A = /	B = /	C = -6	D = /
CCn1nc(/C=C/c2ccccc2)nc2c(=O)n(C)c(=O)nc1-2
  A = /	B = /	C = 60	D = /
CCOP(=S)(OCC)N1CCOCCOCCN(P(=S)(OCC)OCC)CCOCCOCC1
  A = /	B = /	C = 1	D = /
Cc1c(C=C2C(=O)NC(=O)NC2=O)c(=O)n(-c2ccccc2)n1C
  A = /	B = /	C = 11	D = /

Some of the entries so far, with bars between the fields.
canonical_smiles | NPY-Y2 antag | Phagocyt inh | E-sel TNF inh | GALR2 blocker
COc1cc(CC2(CCc3ccncc3)C(=O)NC(=O)NC2=O)cc(OC)c1OC | / | / | -13 | /
CCN(CC)S(=O)(=O)N1CCC(C(=O)N2CCC3(CC2)OCCO3)CC1 | / | / | 9 | /
CC12CCC3C(CC=C4CC5(CCC43C)OCCO5)C1CCC2=O (stereo not given) | / | / | -31 | /
COc1cccc(C(=O)C2CCCN(Cc3cccc(C)n3)C2)c1 (stereo not given) | / | / | -13 | /
O=C(c1ccc2c(c1)ncn2-c1ccc(F)cc1F)N1CCC2(CC1)OCCO2 | / | / | -2 | /
CC1=CC(=C2C(=O)NC(=S)NC2=O)C=C(C(F)(F)F)N1CCc1ccccc1 | / | / | 10 | /
COc1ccc(S(=O)(=O)N2CC3CC(C2)c2cccc(=O)n2C3)cc1 (stereo not given) | / | / | 12 | /
O=C(O)c1cn(Cc2ccccc2)nc1-c1ccccc1 | / | / | -19 | /
O=c1c2ccccc2nc(/C=C/c2ccc(O)cc2)n1-c1cccc(O)c1 | / | / | 1 | /
Nc1ccccc1C(=O)OCC(=O)c1ccc2c(c1)OCCO2 | / | / | -8 | /
NCCNc1ccc([N+](=O)[O-])c2cccnc12 | / | / | -22 | /
CC(C)N1CCN(Cc2cccc([N+](=O)[O-])c2)CC1 | / | / | 0 | /
O=C(c1ccc(Cl)cc1)C1CCCN(Cc2ccc3ncccc3c2)C1 (stereo not given) | / | / | 21 | /
COC(=O)C(O)(c1ccc(N(C)C(=O)c2cccs2)cc1)C(F)(F)F (stereo not given) | / | / | -6 | /
O=C(Nc1cccc(OC(=O)N2CCCCC2)c1)N1CCOCC1 | / | / | -17 | /
COCCN1C(=O)NC(=O)/C(=C\c2ccc(F)cc2)C1=O | / | / | -6 | /

(cont.)
Screens by letter – A = NPY-Y2 antag; B = Phagocyt inh; C = E-sel TNF inh; D = GALR2 blocker
O=C(N/N=C/c1c(O)n(CCc2ccc(F)cc2)c(=O)[nH]c1=O)c1ccncc1
  A = /	B = /	C = -1	D = /
CCc1ccc2nc(N3CCC(C(=O)N4CCC5(CC4)OCCO5)CC3)sc2c1
  A = /	B = /	C = -4	D = /
CC1CC(OP(O)(=S)c2ccc(N(C)C)cc2NC(=O)c2cccs2)CC(C)(C)C1 (stereo not given)
  A = /	B = /	C = -35	D = /
CCNC(=O)C1OC(n2cnc3c(N)ncnc32)C(O)C1O (stereo not given)
  A = 138*	B = /	C = /	D = -2
Clc1cccc(CN2CCCCC2c2cccnc2)c1 (stereo not given)
  A = 4	B = 1	C = /	D = 6
Cc1nc2cc(-c3ccc(Cl)cc3)nn2c(C)c1CCC(=O)N1CCC2(CC1)OCCO2
  A = 2	B = /	C = 3	D = 15
COCCCNC(=O)c1c(NC(=O)c2ccccc2)n(Cc2ccccc2)c2nc3ccccc3nc12
  A = -2	B = /	C = -34	D = 6
Cc1ccc(C(=O)Nc2ccc(Cl)cc2C(=O)c2ccccc2)cc1
  A = 6	B = /	C = 5	D = 12
CC(C)NS(=O)(=O)c1ccc(OCC(=O)N2CCN(Cc3ccccc3)CC2)cc1
  A = 1	B = /	C = -18	D = 2
CCN1CCC(O)(c2ccccc2)C(C(=O)c2ccccc2)C1 (stereo not given)
  A = 1	B = /	C = 17	D = 7

This is a subset; count on the stated rates, not on these rows.
